# Source: PubChem BioAssay (several laboratories)
# HTR5A inv ag – HTR5A inverse agonists in luminescence cell assay, primary screen, counter-screen for OPRM1-OPRD1 heterodimer inverse agonist project, full-deck HTS. 5-hydroxytryptamine receptor 5A (Homo sapiens), P47898. HTR5A cell line, inverse agonism. inhibition, % at 9.3 µM. actives 0.083% (n = 340,000); in the data active = inhibition mostly above about 23%, no sharp cut-off; inactive = mostly below about 18%;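 also: 0% = cells with DMSO and 100% = no-cell wells with DMSO; some compounds called inactive have numbers as strong as hits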
# V-ATPase pH – regulators of yeast V-ATPase proton pumping, primary screen, pHLuorin cytosolic pH fluorescence; S. cerevisiae; response, % at 10 µM; actives 0.37% (n = 350,000); AID 504577, 2011; in the data active = response mostly above about 7.3%, no sharp cut-off; inactive = mostly below about 5.4%; also: actives read high; inactives centre near 0; some compounds called inactive have numbers as strong as hits; reference of the scale not given here
# Wnt act – Wnt/beta-catenin pathway activators, primary screen, cell-based, plate reader, single point. AID 743398, 2014. activation, % at 9.35 µM. Wnt/beta-catenin reporter cell assay, activator. actives 1.2% (n = 300,000); in the data active = activation above about 30%, passing the limit was not always enough; inconclusive = no clear call, values can overlap the other calls;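 also: 0% = neutral control wells and 100% = positive control wells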
# CDK5 inh – inhibitors of human CDK5/p35 kinase, primary screen, biochemical, single concentration; AID 488839, 2010; Recombinant CDK5/p35, ADP-Glo luminescence, 60 min; inhibition, % at 10 µM; actives 0.01% (n = 330,000); Cyclin-dependent kinase 5 (Homo sapiens) + Cyclin-dependent kinase 5 activator 1 (Homo …;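 active = highest replicate inhibition of at least 50% and at least 75% of replicates reaching 50%; inconclusive = only one of the two criteria met; inactive = both criteria failed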;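 also: plate controls were DMSO neutral control for no effect and GW8510 at 10 µM for full effect; many of its hits are not listed in these tables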
# Target sequence (Q00535 whole entry, looked up): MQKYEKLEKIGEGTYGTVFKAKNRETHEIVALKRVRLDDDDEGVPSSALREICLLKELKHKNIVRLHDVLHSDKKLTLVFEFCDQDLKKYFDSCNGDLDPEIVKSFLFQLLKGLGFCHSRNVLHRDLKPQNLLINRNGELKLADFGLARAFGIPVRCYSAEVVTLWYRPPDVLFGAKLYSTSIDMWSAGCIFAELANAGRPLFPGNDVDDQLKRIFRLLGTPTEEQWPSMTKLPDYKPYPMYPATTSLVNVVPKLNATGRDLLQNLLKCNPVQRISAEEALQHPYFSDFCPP
# Target sequence (Q15078 whole entry, looked up): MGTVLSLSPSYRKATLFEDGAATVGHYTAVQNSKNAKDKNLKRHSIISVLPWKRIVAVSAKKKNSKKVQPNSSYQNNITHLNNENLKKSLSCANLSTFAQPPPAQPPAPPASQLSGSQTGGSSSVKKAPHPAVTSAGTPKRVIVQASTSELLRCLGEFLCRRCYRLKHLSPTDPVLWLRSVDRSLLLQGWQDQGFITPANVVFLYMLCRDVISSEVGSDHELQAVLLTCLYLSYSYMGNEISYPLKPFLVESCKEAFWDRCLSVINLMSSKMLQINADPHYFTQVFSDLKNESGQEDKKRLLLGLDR
# HTR5A ag – HTR5A agonists in luminescence cell assay, primary screen, counter-screen for OPRM1-OPRD1 heterodimer agonist project, full-deck HTS; actives 0.61% (n = 340,000); cell-based; activation, % at 9.3 µM; in the data active = activation mostly above about 9.5%, no sharp cut-off; inactive = mostly below about 7.6%;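 also: 0% = cells with vehicle only and 100% = reference agonist; strong numbers were not always called active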
# MITF act – activators of MITF-driven TRPM1 promoter reporter, primary screen, cell-based, SK-MEL-5, luciferase, single point; SK-MEL-5 TRPM1-promoter luciferase, 24 h; % of positive control, neutral wells = 0; activation, % at 12.5 µM; actives 0.75% (n = 300,000); AID 588334, 2011;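 active = mean activation of at least 80% with every replicate also reaching 80%; inconclusive = mean reaches 80% but some replicate falls short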;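 also: 0% = neutral control wells and 100% = parthenolide positive control wells; values of inactives mirror those of a sister screen read the other way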
# NSD2 HMT inh – NSD2 histone methyltransferase inhibitors, primary screen, biochemical, AlphaScreen, single concentration, set 2 | NSD2 peptide methylation, 120 min | inhibition, % at 12.5 µM | actives 0.54% (n = 310,000); in the data active = inhibition above about 50%
# SR-BI DiI inh – inhibitors of SR-BI mediated HDL lipid uptake, primary screen, ldlA[mSR-BI] cells, fluorescence, single point. Scavenger receptor class B member 1 (Mus musculus), Q61009. ldlA[mSR-BI] CHO cells, DiI-HDL uptake fluorescence, 3 h. inhibition, % at 12.5 µM. actives 0.96% (n = 320,000);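 active = mean replicate inhibition of at least 70% and a set share of replicates each scoring 70 or more; inconclusive = meets just one of the two criteria; inactive = fails both criteria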;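 also: 0% = median of neutral control wells and 100% = median of positive control wells; values of inactives mirror those of a sister screen read the other way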
# dFosB activator – activators of delta FosB homodimer, primary screen, biochemical, fluorescence polarization, TAMRA-CDK5 oligo, single point; AID 493131, 2011; actives 0.99% (n = 340,000); activation, % at 25 µM; purified delta FosB; percent of positive-control signal above neutral wells;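 active = mean activation above about 17%, with every replicate also reaching it, limit read from the data, passing the limit was not always enough; inconclusive = only one of the two conditions met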;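 also: fluorescence polarization rise as delta FosB binds a TAMRA Cdk5 AP-1 oligo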
# Target sequence (P13346 whole entry, looked up): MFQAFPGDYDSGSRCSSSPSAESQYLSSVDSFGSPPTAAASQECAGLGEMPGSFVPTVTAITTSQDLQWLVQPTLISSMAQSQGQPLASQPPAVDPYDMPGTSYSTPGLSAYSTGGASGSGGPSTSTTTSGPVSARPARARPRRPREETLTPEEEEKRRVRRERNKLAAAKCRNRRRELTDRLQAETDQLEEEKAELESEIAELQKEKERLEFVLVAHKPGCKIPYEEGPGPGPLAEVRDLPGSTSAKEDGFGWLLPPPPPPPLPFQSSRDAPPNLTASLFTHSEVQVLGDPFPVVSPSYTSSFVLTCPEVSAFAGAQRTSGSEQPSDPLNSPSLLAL
# PvdQ acylase – P. aeruginosa PvdQ acylase inhibitors, primary screen, biochemical, fluorescence, plate reader and imaging, single point | PvdQ acylase [Pseudomonas aeruginosa LESB58] | purified PvdQ acylase | inhibition, % at 10 µM | actives 0.063% (n = 340,000) | AID 488965, 2010; in the data active = inhibition above about 30%, passing the limit was not always enough; inconclusive = no clear call, values can overlap the other calls;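 also: 0% = vehicle neutral wells and 100% = reference inhibitor wells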
# * = called active by the depositor; ? = inconclusive; nt = not tested or not shown.
# Values in the order: HTR5A inv ag	V-ATPase pH	Wnt act	CDK5 inh	HTR5A ag	MITF act	NSD2 HMT inh	SR-BI DiI inh	dFosB activator	PvdQ acylase
CCOC(=O)N1CCN(C(=O)CSc2nnc(-c3ccccc3OC)o2)CC1
 : 2.7	2.0	nt	-2.3	-0.9	-11.9	0.0	40.1	-7.6	-11.9
O=C(CN1C(=O)COc2ccccc21)N1CCN(c2ccccc2F)CC1
 : 24.7	-0.1	nt	-1.1	2.0	-7.5	nt	0.5	-6.8	4.0
CCn1c(N)c(C(=O)NC)sc1=S
 : 26.1	5.5	-5.9	0.0	2.6	-7.0	2.6	-19.3	-9.1	-16.2
O=C(N/N=C/c1ccncc1)c1cc(C2CC2)nc2ccccc12
 : -18.6	1.0	nt	0.0	-0.9	-6.1	45.9	nt	-3.5	-13.5
COC(=O)CC1C(=O)NCCN1C(=O)CSc1nnc(Nc2ccc(C)cc2)s1 (stereo not given)
 : -14.1	1.1	nt	0.4	-2.7	2.8	-2.3	-13.1	-5.4	-13.9
Cc1nnc(SCC(=O)NC2CCS(=O)(=O)C2)n1Cc1ccccc1 (stereo not given)
 : 7.7	2.8	-15.6	0.3	-2.9	3.0	nt	-65.9	-1.2	-9.2
CCCN(CC(=O)Nc1ccc(F)c(F)c1F)C(=O)C1CC(=O)N(Cc2ccccc2)C1 (stereo not given)
 : -22.4	3.1	-4.4	-0.1	9.2	4.7	-2.7	-9.2	-6.6	10.9
CCN(CCn1cccn1)C(=O)c1cc(COc2ccccc2SC)on1
 : 2.5	-2.8	26.0	-0.3	-0.3	53.7	-0.3	33.1	-3.1	-9.2
COc1cc(OCC(=O)NC(C)C)cc2c1C(=O)O[C@@H](C)CCCC(=O)CCCCC2
 : 1.5	0.4	-1.4	-0.6	-0.4	-0.4	0.0	-23.5	-2.9	-18.5
NNC(=O)c1nn(-c2ccc(Cl)cc2)ccc1=O
 : 2.5	-1.1	-3.9	0.5	-1.0	-19.2	-1.3	-33.2	-5.9	-4.5
CSCCC(NS(=O)(=O)c1ccc2ccccc2c1)C(=O)O (stereo not given)
 : -26.5	0.0	-1.9	-0.1	-3.3	3.0	6.5	-16.9	-0.9	-3.4
Cc1cc(C)n2cc(CSc3ncn[nH]3)nc2n1
 : -11.6	-6.1	0.1	-0.3	4.2	13.6	-2.3	-18.8	-6.9	-18.0
CC(NC(=O)c1ccc(CS(C)(=O)=O)cc1)c1ccc(-c2ccccc2)cc1 (stereo not given)
 : -23.3	0.4	-0.1	0.6	8.2	7.1	-1.6	nt	4.1	-16.2
O=C(CCc1nc(-c2ccccc2F)no1)NCCN1CCN(Cc2ccccc2)CC1
 : 9.1	1.0	nt	-1.2	2.9	nt	nt	2.7	-4.8	-6.1
COc1ccc(-c2noc(CN3CCN(c4ccccc4F)CC3)n2)cc1OC
 : 2.2	-2.5	nt	-0.8	2.4	4.9	-8.8	4.6	-5.9	1.1
Clc1nc(NCCN2CCOCC2)nc(NCc2ccccc2)n1
 : 12.7	3.7	-1.3	-1.1	-5.1	2.8	-2.9	30.8	2.5	-2.2
Cc1noc(C)c1COc1ccc(C(=O)OCC(=O)Nc2ccc3c(c2)OCO3)cc1
 : 7.7	0.3	nt	2.7	-1.5	-11.7	-5.4	-20.0	-16.0	-5.7
CSc1nc2ccc(NC(=O)C3CCCO3)cc2s1 (stereo not given)
 : -40.0	6.5	49.5*	0.6	3.8	?	nt	-4.1	-0.5	-2.9
COc1ccc(CC(=O)NCc2nnc(SCC(=O)Nc3cccc(F)c3)n2C)cc1
 : 1.2	-0.1	0.4	1.8	-0.5	2.9	-1.2	-21.6	5.0	6.1
Cc1noc(C)c1C(=O)OCC(=O)NC1CC1
 : -8.1	-3.8	nt	1.3	3.1	nt	-1.9	-38.3	-3.4	-1.9
Nc1c(C(=O)NCCN2CCOCC2)c2nc3ccccc3nc2n1-c1ccccc1
 : -17.4	1.8	nt	-0.2	0.6	-7.4	-17.8	-8.2	1.5	-16.0
NNC(=O)CN1C(c2ccccc2)=Nc2ccc(Br)cc2C1c1ccccc1 (stereo not given)
 : 10.8	-1.7	3.4	2.4	-4.0	-0.7	-0.5	-21.3	4.6	0.3
O=C(CS(=O)(=O)c1ccccc1)Nc1ccc(Cl)cn1
 : 14.7	2.0	2.0	-0.1	-1.8	2.2	2.0	-12.7	-0.9	-7.1
CN(C)C(=O)NC(NC(=S)Nc1ccccc1)C(Cl)(Cl)Cl (stereo not given)
 : 11.2	2.7	-1.2	0.4	1.1	1.2	-0.8	-19.2	-4.4	-7.9
COc1ccc(NC(=O)Nc2ccc(N(C)C)cc2)cc1
 : 10.3	0.2	64.7*	-0.5	-4.6	66.9	3.8	-37.4	-1.0	-10.8
CC(=O)c1cnn(-c2ccc(Cl)cc2)c1C
 : -44.4	-0.2	2.6	-5.9	5.1	nt	-1.5	-1.0	-2.0	2.2
Cc1ccc(-c2nnc(N3CCCCC3)c3ccccc23)cc1S(=O)(=O)N(C)C
 : -11.4	0.8	-6.4	-2.8	4.9	-16.6	8.4	64.7	-3.8	-3.9
COc1ccc2[nH]c(C(=O)N3CCN(Cc4ccccc4)CC3)cc2c1OC
 : 10.2	-1.6	0.8	0.7	-2.9	6.7	4.1	-11.5	-9.1	2.3
CCOC(=O)c1cc(-c2ccc(OC)cc2)n[nH]1
 : -18.9	-1.7	23.1	-0.9	-0.6	nt	-1.7	-3.8	-6.7	-8.8
CCc1ccc2[nH]c(=O)c(CN(CCCN3CCOCC3)C(=O)Nc3ccc(Cl)cc3)cc2c1
 : -0.8	3.5	nt	-1.8	-2.6	-6.0	-4.0	-11.8	-2.7	0.1

# Continuation.
# Values in the order: HTR5A inv ag	V-ATPase pH	Wnt act	CDK5 inh	HTR5A ag	MITF act	NSD2 HMT inh	SR-BI DiI inh	dFosB activator	PvdQ acylase
COc1ccc(C2NC(=O)NC(C)=C2C(=O)OC2CCCC(C)C2)cc1 (stereo not given)
 : -6.6	0.3	-5.3	-1.9	1.8	nt	7.1	10.1	-25.6	1.2
S=c1[nH]ccc2ccccc12
 : 12.3	7.2	-1.0	3.2	-3.1	1.3	-0.6	-14.6	-5.0	-11.2
O=C(CSc1nncn1-c1cccnc1)Nc1ccccc1[N+](=O)[O-]
 : 1.9	1.4	-0.4	-0.4	-1.1	-6.4	-4.7	nt	-3.4	4.9
COc1ccc(OCCOC(=O)CNC(=O)c2ccc(Cl)cc2Cl)cc1
 : 1.9	1.0	-2.1	-0.5	-5.5	3.6	1.5	-19.8	-7.0	-22.9
CN(C)S(=O)(=O)c1ccc(-c2ccccc2)cc1
 : -7.6	-3.4	nt	-0.7	2.7	23.1	-0.7	2.6	7.0	-14.5
O=C(CCc1c[nH]c2ccccc12)NCC(=O)Nc1ccc(F)c(F)c1F
 : 7.3	0.3	-2.7	0.2	-2.9	-2.9	-3.8	-4.4	-0.1	-5.9
N/C(CS(=O)(=O)c1ccc(F)cc1)=N\O
 : 17.9	0.2	-2.2	0.7	1.2	nt	-7.4	nt	3.6	-13.7
CSCCC(NC(=O)c1ccccc1)C(=O)N1CC=C(c2ccccc2)CC1 (stereo not given)
 : 6.6	9.3*	-2.2	0.7	2.9	0.6	1.0	5.0	-5.1	-7.1
CCCCN1CC(=O)N2Cc3[nH]c4ccccc4c3C[C@H]2C1=O
 : 7.2	-1.1	1.8	1.3	-1.9	4.6	30.1	3.3	-5.4	13.3
COc1cccc(/C=C/C(=O)OCC(=O)Nc2cccc(S(=O)(=O)N(C)C)c2)c1
 : -42.4	0.2	-1.8	2.3	-10.7	1.6	nt	16.7	-9.3	4.7
O=C(NCc1cccnc1)/C(=C/c1ccc(-c2ccc(Cl)cc2)o1)S(=O)(=O)c1ccccc1
 : -4.3	10.0	-14.8	5.1	1.3	-92.6	2.7	11.8	-1.7	13.1
Nc1nnc(CC(=O)N/N=C\c2ccc(-c3cccc(Cl)c3)o2)s1
 : -21.8	-6.0	3.7	-0.9	0.2	10.7	-0.3	nt	-7.5	-8.8
Cc1cc(C)cc(NC(=O)CSc2nc3c(c(=O)[nH]2)CN(Cc2ccc(F)cc2)CC3)c1
 : -15.2	-0.6	0.7	0.0	5.7	-3.9	0.1	-10.7	-13.9	-18.6
NS(=O)(=O)c1ccc(NC(=O)COC(=O)Cn2cnc3ccccc3c2=O)cc1
 : 5.1	0.7	3.5	0.4	-1.4	2.7	-0.1	-18.0	10.3	7.3
Cc1ccc(NC(=O)c2cnc3ccccc3n2)cc1C
 : -4.0	-4.2	42.4*	1.9	2.8	nt	19.1	27.3	-4.1	-5.5
CC(C)C(=O)Nc1ccc(N2CCOCC2)c(S(=O)(=O)Nc2ccccc2Cl)c1
 : 11.4	-5.2	-7.7	1.1	-2.8	-1.7	-1.3	-7.9	-0.1	2.6
COc1ccc(OC)c(/C=C/c2ccc3cccc(O)c3n2)c1
 : 6.2	-2.3	9.5	-1.0	-1.7	-7.5	-1.7	51.7	-10.3	7.6
Cc1cccc(/C=N/NC(=O)c2ccc(NC(=O)c3ccc(Cl)cc3)cc2)n1
 : -2.6	-0.7	1.9	0.0	2.8	4.0	4.6	76.8*	41.5*	-5.8
O=c1c2ccccc2ccc2ccc(P(=O)(O)O)cc12
 : -2.2	0.8	-3.1	1.9	0.8	-7.0	nt	-18.2	3.3	-9.7
COc1ccc(CCn2nnnc2C(CC(C)C)N2CCN(c3ncccn3)CC2)cc1OC (stereo not given)
 : -1.7	-3.0	0.5	-6.9	4.8	14.2	7.3	-2.7	0.6	-14.8
COCCNC(=O)Cn1cnc2c1c(=O)n(C)c(=O)n2C
 : nt	-2.3	0.3	1.5	nt	-0.3	0.6	-31.2	-3.2	-0.7
Cc1ccc2c(c1)[C@H]1[C@H](CO2)[C@H](c2ccccc2)[C@]2(C)C(=O)Nc3cc(F)c(F)cc3C(=O)N12
 : -18.6	-1.2	-6.2	-3.4	6.3	-13.7	nt	-2.9	2.3	-14.9
CCc1c(C(=O)Nc2ccc(S(=O)(=O)N3CCOCC3)cc2)csc1C
 : 1.1	1.3	nt	-0.1	0.0	20.2	-0.7	49.0	-5.1	-4.4
COCCCn1c(=N)c(C(N)=S)cc2c(=O)n3cccc(C)c3nc21
 : -14.9	-26.0	0.3	-0.8	5.0	3.8	19.7	18.0	-6.7	-16.3
CCc1ccc2[nH]c(=O)c(Cc3ccccc3)c(O)c2c1
 : 28.3	5.5	5.1	1.6	2.1	nt	-0.7	-15.2	-1.0	2.3

# Ordered by the number under NSD2 HMT inh (smallest number first): 3 from the list above
SMILES	NSD2 HMT inh
CCn1c(N)c(C(=O)NC)sc1=S	2.6
O=C(NCc1cccnc1)/C(=C/c1ccc(-c2ccc(Cl)cc2)o1)S(=O)(=O)c1ccccc1	2.7
COc1ccc(CCn2nnnc2C(CC(C)C)N2CCN(c3ncccn3)CC2)cc1OC (stereo not given)	7.3
